Assay outcomes: PubChem, National Center for Advancing Translational Sciences (NCATS)
GLS inh: inhibitors of human glutaminase (GLS); O94925; GLS enzymatic activity, qHTS titration; Potency, µM (top dose mostly 45.5 µM), without a hit: at the highest dose activity change, negative = inhibition, most hits filed as inhibitors; 410,000 compounds, 0.21% hits; AID 624170; also: potency is read from the fitted curve at half-maximal effect; % is scaled to controls: 0 for no effect and ±100 for the full control effect
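Assay buffer: 45 mM KH2PO4 pH 8.2, 0.02% Tween-20. hKGA acts on L-glutamine (1 mM solution added); product glutamate is reported by an oxidase/peroxidase Amplex Red coupling, with fluorescence taken at baseline and 30 min.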
rTrxR1 inhibitor: inhibitors of rat thioredoxin reductase 1; O89049; recombinant rTrxR1, NADPH fluorescence consumption, selenite substrate; Potency, µM (titrated, usually from 114 µM), for the others: at the highest dose activity change, negative = inhibition, usual class: inhibitors; 390,000 compounds, 1% hits; AID 588453; also: potency is read from the fitted curve at half-maximal effect; % is scaled to controls: 0 for no effect and ±100 for the full control effect; nearly all actives have a fitted effect of over 65% in size
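Rat TrxR1 (90 nM in the dispensed reagent) was pre-reduced with 400 uM NADPH for 5 min at room temperature, then incubated with compound for 15 min. After 400 uM selenite was added, NADPH fluorescence (Ex 340/Em 450 nm) was followed for 8 min.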
TrxR1 substrate: is turned over as a substrate by rat TrxR1; 390,000 compounds, 0.01% hits; purified TrxR1 substrate turnover, NADPH consumption readout; Potency, µM (doses to about 114 µM), for the others: at the highest dose activity change, negative = substrate turnover; O89049; also: potency is read from the fitted curve at half-maximal effect; % is scaled to controls: 0 for no effect and ±100 for the full control effect; nearly all actives have a fitted effect of over 50% in size
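Rat TrxR1, dispensed at 90 nM, was prereduced with 400 uM NADPH (final) for 5 min at ~22 deg C, then incubated with compound 15 min before 400 uM selenite. A first-read NADPH fluorescence drop versus no-compound background flagged substrates.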
Tb PGK inh: blocks T. brucei phosphoglycerate kinase | P07378 | PGK/GAPDH coupled, Kinase-Glo luminescence, 60 min | Potency, µM (top dose mostly 57.5 µM), for inactives: top-dose activity change, negative = inhibition, usual class: inhibitors | 380,000 compounds, 0.043% hits | AID 602233; also: potency is read from the fitted curve at half-maximal effect; % is scaled to controls: 0 for no effect and ±100 for the full control effect; nearly all actives have a fitted effect of over 60% in size
Target sequence (P07378 whole entry, looked up): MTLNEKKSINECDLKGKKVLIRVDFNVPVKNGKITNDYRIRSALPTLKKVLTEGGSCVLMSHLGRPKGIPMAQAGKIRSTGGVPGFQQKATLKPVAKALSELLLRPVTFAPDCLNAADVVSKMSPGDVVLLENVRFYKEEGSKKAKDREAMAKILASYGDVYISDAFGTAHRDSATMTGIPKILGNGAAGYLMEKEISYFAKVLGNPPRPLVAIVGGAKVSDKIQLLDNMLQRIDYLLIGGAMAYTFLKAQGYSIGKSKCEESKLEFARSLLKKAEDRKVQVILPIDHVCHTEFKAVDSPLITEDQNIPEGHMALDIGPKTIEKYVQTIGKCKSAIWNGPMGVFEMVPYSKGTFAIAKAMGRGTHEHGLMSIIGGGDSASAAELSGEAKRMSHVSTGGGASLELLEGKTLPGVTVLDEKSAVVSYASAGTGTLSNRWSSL
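Recombinant glycosomal PGK reaction used 1,3-bisphosphoglycerate generated in-well by GAPDH (100nM final) in 100mM TEA pH 7.6, 5mM MgCl2, 0.01% Tween-20. After 60 minutes at room temperature, ATP was read by Kinase-Glo Plus luminescence end-point.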
USP1 inh: USP1/UAF1 (human) deubiquitinase inhibition. recombinant USP1/UAF1, Ub-Rhodamine cleavage fluorescence. Potency, µM (top dose mostly 57.1 µM), for inactives: at the top dose activity change, negative = inhibition, most hits filed as inhibitors. 390,000 compounds, 0.23% hits; also: potency is read from the fitted curve at half-maximal effect; % is scaled to controls: 0 for no effect and ±100 for the full control effect; nearly all actives have a fitted effect of over 60% in size; inactives centre near -12
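USP1/UAF1 complex (1 nM) preincubated 15 min at room temperature with compound, then Ub-Rho substrate (150 nM final) added. Kinetic fluorescence at 480/540 nm over 6 reads at 60 s intervals; 50 mM HEPES pH 7.8, 0.5 mM EDTA, 0.1 mg/ml BSA, 1 mM TCEP, 0.01% Tween-20.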
mIDH1 inhibitor: human IDH1 R132H inhibition. 390,000 compounds, 0.093% hits. O75874. IDH1-R132H enzyme, NADPH consumption, diaphorase/resazurin fluorescence. Potency, µM (top dose mostly 76.6 µM), for the others: top-dose activity change, negative = inhibition, usual class: inhibitors; also: potency is read from the fitted curve at half-maximal effect; % is scaled to controls: 0 for no effect and ±100 for the full control effect; nearly all actives have a fitted effect of over 65% in size
Target sequence (O75874 whole entry R132H, stated change not applied): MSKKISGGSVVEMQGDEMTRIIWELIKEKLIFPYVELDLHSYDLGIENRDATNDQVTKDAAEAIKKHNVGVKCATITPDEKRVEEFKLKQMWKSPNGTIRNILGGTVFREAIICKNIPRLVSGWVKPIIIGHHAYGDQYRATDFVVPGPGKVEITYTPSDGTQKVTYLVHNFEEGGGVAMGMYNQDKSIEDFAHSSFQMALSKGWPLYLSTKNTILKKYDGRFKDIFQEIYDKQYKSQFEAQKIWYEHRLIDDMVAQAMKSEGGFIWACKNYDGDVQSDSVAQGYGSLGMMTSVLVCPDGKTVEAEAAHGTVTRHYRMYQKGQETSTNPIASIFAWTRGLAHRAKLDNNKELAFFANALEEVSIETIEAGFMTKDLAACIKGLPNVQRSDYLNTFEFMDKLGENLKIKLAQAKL
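IDH1-R132H (0.5 ug/mL) preincubated 30 min with compound, then NADPH (0.016 mM) and alpha-KG (2 mM) added; 80 min at RT, pH 7.5. Remaining NADPH coupled via diaphorase/resazurin to fluorescence (540/590 nm); concentration-response curves normalized to no-enzyme control.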
PI4K2A inh: inhibitors of human PI4K2A; 420,000 compounds, 0.13% hits; AID 1346378; purified PI4K2A, ADP-Glo luminescence, 1 h; hits give low values; activity change, negative = inhibition, % at 76.9 µM; Q9BTU6; in the data active = activity change below about -50%; inconclusive = mostly about -30% to -49%;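 also: -100% = wells without enzyme as full effect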
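In this quantitative HTS, ADP production by PI4K2A was quantified luminescently after 1 h at ambient temperature; 100 microM adenosine served as plate-quality control.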
HP1b binding inh: HP1-beta chromodomain-methylated histone interaction inhibition; AlphaScreen HP1-beta / biotin-H3K9me3 peptide binding; Potency, µM (titrated, usually from 114 µM), inactives show at the highest dose activity change, negative = inhibition, actives largely listed as inhibitors; 390,000 compounds, 0.56% hits; AID 540317; also: potency is read from the fitted curve at half-maximal effect; nearly all actives have a fitted effect of over 70% in size; inactives centre near 23
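AlphaScreen: HP1-beta (50 nM) preformed 30 min with biotin-H3(1-18)K9me3 peptide (50 nM) in PBS pH 7.4, 0.01% Tween-20. Compound added for 30 min at RT, then streptavidin donor/nickel chelate acceptor beads (10 ug/mL) for 30 min.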
Pin1 inhibitor: human Pin1 inhibition. Q13526. Pin1 FP peptide displacement, HiFluor488, 10 min. Potency, µM (titrated, usually from 115 µM), without a hit: top-dose activity, negative = inhibition, actives largely listed as inhibitors. 390,000 compounds, 0.009% hits; active = well fitted inhibition curve with a large enough effect in the polarisation, with a control signal flat, not every such curve was filed as active; inconclusive = small, poorly fitted or top-dose-only effect, or effect the other way, or a change in a side signal; inactive = no such curve, though single readings can be large or run the other way; the % refers to the polarisation; also: potency is read from the fitted curve at half-maximal effect; % is scaled to controls: 0 for no effect and ±100 for the full control effect
Target sequence (Q13526 whole entry, looked up): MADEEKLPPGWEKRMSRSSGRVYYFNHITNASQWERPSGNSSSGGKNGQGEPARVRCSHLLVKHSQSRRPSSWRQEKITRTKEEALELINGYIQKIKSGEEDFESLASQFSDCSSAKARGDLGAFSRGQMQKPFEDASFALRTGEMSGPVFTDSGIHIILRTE
Active calls of the source: *; i = inactive; ? = inconclusive; · = not tested or not shown; & = joins results of further samples; [ ] = another dose, or the depositor's remark. Unless noted, calls follow the shape of the dose curve; as a rule, active = well fitted curve in the direction sought with a large enough effect; inconclusive = small, poorly fitted or top-dose-only effect, or another doubt; inactive = no such curve, though single readings can be large; an effect the other way counts as inactive or inconclusive. A portion of the library; count on the stated rates, not on these rows.

item	smiles	GLS inh	rTrxR1 inhibitor	TrxR1 substrate	Tb PGK inh	USP1 inh
1	Cn1nc(-c2ccccc2)c(CO)c1Oc1ccc(F)cc1	-23%	10%[57.1 µM]	-6%	2%	-5%
2	CCCCCC(=O)Nc1ccc(S(=O)(=O)Nc2nccc(C)n2)cc1	-4%	20%	3%	-5%	-4%
3	O=C(N/N=C/c1ccc(Br)s1)c1ccccc1[N+](=O)[O-]	-6%	-17%	-21%	-4%	-10%
4	CC(Oc1cc2oc(=O)c3c(c2cc1Cl)CCCC3)C(=O)NCc1ccccn1 (centres undefined)	2%	-2%	16%	6%	-9%
5	Cn1nc(C(=O)N2CCc3ccccc32)c2ccccc2c1=O	3%	23%	0%	-4%	-10%
6	COc1ccc(C(=O)C(C)OC(=O)CNC(=O)C2CCCCC2)cc1 (centres undefined)	-6%	10%&17%	6%[0.0914 µM]	-7%	-21%
7	Cc1oc(-c2ccc(Cl)cc2)nc1CN1CCCC(C(=O)NCCc2ccccc2)C1 (centres undefined)	3%	15%	15%	i	-29%
8	COc1ccc2c(c1OC)C(=O)N1C2SC[C@H]1C(=O)NC1CC(C)(C)NC(C)(C)C1 (some centres undefined)	-7%	3%[57.1 µM]	11%[57.1 µM]	1%	0%

item	mIDH1 inhibitor	PI4K2A inh	HP1b binding inh	Pin1 inhibitor
1	9%	-3	-5%	-1%
2	-8%	2	34%	-1%
3	9%	2	8%	7%
4	4%	3	6%	1%
5	2%	2	17%	-5%
6	10%	-2	18%[57 µM]	2%&3%
7	0%	3	14%	-2%
8	0%	-2	14%	-4%

Among those listed so far, these have nitrogen in an aromatic ring.
item	smiles	GLS inh	rTrxR1 inhibitor	TrxR1 substrate	Tb PGK inh	USP1 inh
1	Cn1nc(-c2ccccc2)c(CO)c1Oc1ccc(F)cc1	-23%	10%[57.1 µM]	-6%	2%	-5%
2	CCCCCC(=O)Nc1ccc(S(=O)(=O)Nc2nccc(C)n2)cc1	-4%	20%	3%	-5%	-4%
4	CC(Oc1cc2oc(=O)c3c(c2cc1Cl)CCCC3)C(=O)NCc1ccccn1 (centres undefined)	2%	-2%	16%	6%	-9%
5	Cn1nc(C(=O)N2CCc3ccccc32)c2ccccc2c1=O	3%	23%	0%	-4%	-10%
7	Cc1oc(-c2ccc(Cl)cc2)nc1CN1CCCC(C(=O)NCCc2ccccc2)C1 (centres undefined)	3%	15%	15%	i	-29%

item	mIDH1 inhibitor	PI4K2A inh	HP1b binding inh	Pin1 inhibitor
1	9%	-3	-5%	-1%
2	-8%	2	34%	-1%
4	4%	3	6%	1%
5	2%	2	17%	-5%
7	0%	3	14%	-2%

New compounds follow.
item	smiles	GLS inh	rTrxR1 inhibitor	TrxR1 substrate	Tb PGK inh	USP1 inh
9	CCc1ccc(-n2c(=S)sc3c(=O)n(-c4ccccc4)c(SCC(=O)O)nc32)cc1	1%	8%	-7%[57.1 µM]	-11%	-16%
10	Cc1cc(C)c(S(=O)(=O)Nc2ccc3oc(C)c(C(=O)OC(C)C)c3c2)cc1C	4%	-5%	-13%	-1%	-15%
11	CCc1ccccc1N(C)S(=O)(=O)c1ccc2[nH]cc(C(=O)O)c(=O)c2c1	-17%	7%[57.1 µM]	-6%[57.1 µM]	i	-14%
12	O=C(Nc1ccc(Br)cc1F)N1CC=C(c2c[nH]c3ccccc23)CC1	-3%	7%	0%	-1%	-14%
13	CCOc1cc(C(=O)Nc2ncn[nH]2)cc(OCC)c1OCC	2%	24%[57.1 µM]	3%[57.1 µM]	21%	-25%
14	CCOC(=O)CC(S(=O)(=O)c1ccccc1)S(=O)(=O)c1ccccc1	6%	·	·	-9%	-5%
15	O=C(CCC(=O)NCc1ccccc1)NCc1ccccc1	-1%	4%	-1%	2%	-4%
16	O=C(NC(C(=O)NCCN1CCOCC1)C12CC3CC(CC(C3)C1)C2)C1CCCCC1 (centres undefined)	21%	14%	2%	-5%	-10%

item	mIDH1 inhibitor	PI4K2A inh	HP1b binding inh	Pin1 inhibitor
9	-11%	-1	-6%	-7%
10	-11%	2	22%	35%[activator]
11	2%	-2	31%	5%
12	14%	-2	4%	?
13	8%	1	10%	1%
14	2%	8	·	·
15	-4%	-2	18%	0%
16	8%	0	18%	-26%

Remaining list, next part:
item	smiles	GLS inh	rTrxR1 inhibitor	TrxR1 substrate	Tb PGK inh	USP1 inh
17	Cc1ccccc1NC(=O)C(=O)NCCc1c[nH]c2ccccc12	11%	8%[57.1 µM]	5%[57.1 µM]	-13%	-20%
18	COc1cccc(OCC(Cn2c(C)nc3ccccc32)OC(C)=O)c1 (centres undefined)	1%	8%	2%	-6%	-26%
19	O=C(CSc1nc(O)c(Cc2ccccc2)c(=O)[nH]1)Nc1nnc(SCc2ccccc2)s1	30%	5%	0%	-4%	-22%
20	O=c1cc(-c2ccccc2)nc(SCCOc2ccccc2Cl)[nH]1	4%	13%	7%	i	-14%
21	O=C1N(Cc2cccc(Cl)c2)C[C@@H]2C[C@@H](c3cccc4ncccc34)N3CCC[C@@]123	2%	2%	6%	-1%	-21%
22	Cn1cc(C(=O)NC2CCCCC2)c(=O)c2cc(S(=O)(=O)N3CCOCC3)ccc21	-4%	-15%	-11%	6%	-28%
23	C[C@H]1C(c2ccc(F)cc2)=NN(c2ccccc2)[C@@H]1CO	32%[activator]	21%	112%[activator]	0%	-32%
24	CCOC(=O)COc1ccccc1C1Nc2ccccc2C(=O)N1c1cccc(Cl)c1 (centres undefined)	2%	116%[activator]	134%[activator]	-16%	-27%

item	mIDH1 inhibitor	PI4K2A inh	HP1b binding inh	Pin1 inhibitor
17	-2%	-1	-4%	-1%
18	0%	-3	27%	0%
19	-20%	-2	16%	-1%
20	9%	-3	101%[activator]	-1%
21	3%	-1	19%	-1%
22	-8%	-1	28%	-2%
23	7%	8	148%[activator]	0%
24	1%	-3	40%	9%

Remaining list, next part.
item	smiles	GLS inh	rTrxR1 inhibitor	TrxR1 substrate	Tb PGK inh	USP1 inh
25	COc1cc(-c2nnc(SCC(=O)N3c4ccccc4Sc4ccccc43)o2)cc(OC)c1OC	4%	3%	-5%	-3%	-27%
26	COc1ccc(CC(=O)NC(=S)Nc2cccc(C)c2)cc1	-16%	49%[activator][11.4 µM]	-12%[11.4 µM]	i	-25%
27	CCn1cc(/C=N/NC(=O)c2cc3c(ccc4ccccc43)o2)c2ccccc21	7%	10%	15%	0%	-5%
28	Cc1ccc(C(=O)Oc2ccccc2C(=O)N2CCOCC2)cc1	-2%	11%	-8%	·	-7%
29	O=C(c1ccc(CNc2c(N3CCCC3)c(=O)c2=O)cc1)N1CCN(C2CCCCC2)CC1	54%[activator]	4%	-2%	-6%	-23%
30	CCOc1ccc(-c2nc(C(N)=O)c3c(n2)n(-c2ccc4c(c2)OCO4)c(=O)n3CC)cc1	-4%	33%	11%	i	-14%
31	Cc1ccc(OCCn2c(CNc3ccccc3C)nc3ccccc32)cc1	14%	14%	4%	7%	?
32	Cc1ccccc1NS(=O)(=O)c1ccc(NC(=O)N2CCCCC2)cc1	-1%	-13%	-11%	-7%	-9%

item	mIDH1 inhibitor	PI4K2A inh	HP1b binding inh	Pin1 inhibitor
25	3%	-16	14%	-8%
26	8%	0	44%[activator]	0%
27	3%	-3	33%	20%
28	3%	5	27%	-8%
29	10%	-2	43%[activator]	-2%
30	-1%	-3	43%[activator]	5%
31	-4%	-1	25%	2%
32	8%	2	40%[activator]	-6%

Next part:
item	smiles	GLS inh	rTrxR1 inhibitor	TrxR1 substrate	Tb PGK inh	USP1 inh
33	N#CCCN/N=C(/Cc1nc2ccccc2[nH]1)c1cccc(Cl)c1	2%	0%[57.1 µM]	11%[57.1 µM]	-8%	-10%
34	COc1ccc(C2NC3=C(CCC3)C3(C#N)C(OC)(OC)N=C(N)C23C#N)cc1 (centres undefined)	-8%	?	15%	-12%	-26%
35	COc1ccc2c(=O)cc(C(F)(F)C(F)(F)F)oc2c1	0%	16%	9%	·	-10%
36	CCNc1nc(N)c(C(=C(C#N)C#N)c2ccccc2)s1	22%	91%[activator]	336%[activator]	8%	-8%
37	Cc1cc2n(n1)C(c1ccccc1)Nc1ccccc1-2 (centres undefined)	-3%	6%	13%	8%	-1%
38	COc1ccc(C(=O)O)cc1S(=O)(=O)Nc1ccc(Oc2ccccc2)cc1	24%	17%	2%	-10%	-18%
39	COc1ccccc1C(=O)Nc1ccc(-c2nc3cc(C)cc(C)c3o2)cc1	-1%	3%	14%	·	14%
40	O=C(Nc1cc(S(=O)(=O)N2CCOCC2)ccc1N1CCOCC1)c1cc(=O)[nH]c2ccccc12	18%	6%[57.1 µM]	7%[57.1 µM]	2%	-20%
41	CCNS(=O)(=O)c1ccc(CCC(=O)N2CCN(c3cc(Cl)ccc3C)CC2)cc1	8%	0%[57.1 µM]	-6%[57.1 µM]	-4%	5%

item	mIDH1 inhibitor	PI4K2A inh	HP1b binding inh	Pin1 inhibitor
33	2%	10	34%	18%
34	12%	-5	·	?
35	-1%	-3	-17%	-1%
36	-1%	10	66%	5%
37	-1%	-7	32%[activator]	-9%
38	-16%	9	46%[activator]	-6%
39	·	-5	62%[activator]	?
40	11%	6	46%[activator]	-10%
41	3%	-1	10%	0%
